HADH2 inhib: HADH2 (human) dehydrogenase inhibition | Q99714 | recombinant HADH2, NADH fluorescence, beta-hydroxybutyryl-CoA | Potency, µM (series often up to 57.1 µM), inactives show top-dose activity change, negative = inhibition, usual class: inhibitors | 73,000 compounds, 3.4% hits | AID 886; note: nearly all actives have a fitted effect of over 60% in size; many of its hits are not listed in these tables
Target sequence (Q99714 whole entry, looked up, one chain of several): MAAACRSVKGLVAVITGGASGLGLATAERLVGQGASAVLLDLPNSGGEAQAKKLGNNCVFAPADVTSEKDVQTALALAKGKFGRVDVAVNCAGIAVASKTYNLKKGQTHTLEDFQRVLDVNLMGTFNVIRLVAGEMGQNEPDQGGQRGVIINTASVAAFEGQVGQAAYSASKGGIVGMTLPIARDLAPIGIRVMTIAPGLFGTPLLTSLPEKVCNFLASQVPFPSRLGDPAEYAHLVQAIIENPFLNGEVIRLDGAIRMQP
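Read-out: 360 nm excitation, 450 nm emission, kinetic over 4 min. Conditions: His-tagged human HADH2 20 nM, pH 9.0 Tris with Tween-20, 1 mM NAD+, 90 uM beta-hydroxybutyryl-CoA.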
15-hLO inh: inhibitors of human 15-lipoxygenase (ALOX15) | purified 15hLO-1, xylenol orange hydroperoxide absorbance | Potency, µM (series often up to 57.1 µM), without a hit: at the highest dose activity change, negative = inhibition, usual class: inhibitors | 74,000 compounds, 1.4% hits | AID 887; note: nearly all actives have a fitted effect of over 55% in size
Target sequence (P16050 whole entry, looked up): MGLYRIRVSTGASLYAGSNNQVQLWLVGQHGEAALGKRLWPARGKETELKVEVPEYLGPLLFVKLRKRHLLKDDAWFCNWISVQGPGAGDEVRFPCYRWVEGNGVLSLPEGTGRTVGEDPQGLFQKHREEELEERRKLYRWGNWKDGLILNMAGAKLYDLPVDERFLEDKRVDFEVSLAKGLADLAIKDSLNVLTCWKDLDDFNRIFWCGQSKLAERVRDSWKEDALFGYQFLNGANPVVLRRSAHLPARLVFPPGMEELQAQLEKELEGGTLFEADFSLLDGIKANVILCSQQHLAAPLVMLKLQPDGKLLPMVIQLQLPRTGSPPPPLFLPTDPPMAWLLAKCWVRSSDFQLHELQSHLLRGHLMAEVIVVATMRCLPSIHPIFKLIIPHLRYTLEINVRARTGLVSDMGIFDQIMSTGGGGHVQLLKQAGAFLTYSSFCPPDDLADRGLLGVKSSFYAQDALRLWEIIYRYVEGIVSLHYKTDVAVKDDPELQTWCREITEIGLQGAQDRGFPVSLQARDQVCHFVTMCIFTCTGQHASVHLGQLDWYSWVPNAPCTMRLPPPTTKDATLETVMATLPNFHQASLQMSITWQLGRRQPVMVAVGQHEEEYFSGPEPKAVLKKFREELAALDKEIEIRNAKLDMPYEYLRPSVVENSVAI
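Purified human 15hLO-1 (40 nM final) in 25 mM Hepes pH 7.5, 0.01% Triton X-100 was preincubated with compound 15 min at room temperature, then reacted 6 min with 50 uM arachidonic acid; hydroperoxide detected by Fe-XO, 573/405 nm absorbance ratio.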
The depositor's hits bear a star; ? = inconclusive; [ ] = dose if it differs, or a comment. Calls come from the whole dose curve; as a rule, active = well fitted inhibition curve with a large enough effect; inconclusive = small, poorly fitted or top-dose-only effect; inactive = no such curve, though single readings can be large or run the other way. % is set by controls: 0 for no effect and ±100 for the full control effect; potency is the fitted concentration of half-maximal effect. Only part of the results is shown. The share of hits here may be higher or lower than overall.

1. Cc1ccc(S(=O)(=O)N(CC(=O)O)Cc2cccc(C)c2)cc1
2. Cc1ccccc1OCCN1C(=O)c2ccccc2C1=O
3. COc1ccccc1OCC(=O)NC1CCCCCC1
4. O=S(=O)(Nc1ccc(S(=O)(=O)N2CCOCC2)cc1)c1ccccc1
5. COc1ncnc2sc3c(c12)CCCC3
6. O=C(Nc1ccccc1)c1ccc(Cc2nc3ccccc3[nH]2)cc1
7. CC(c1ccccc1)C1C(C#N)=C(N)OC2=C1C(=O)CCC2 (configuration not stated)
8. O=C1CC(c2ccccc2)n2nc(N3C(=O)CCC3=O)nc2N1 (configuration not stated)
entry no. | 1 | 2 | 3 | 4 | 5 | 6 | 7 | 8
HADH2 inhib | 13.4% | -4.9% | 9.8% | ? | 11.6% | 3.5% | 0.3% | -0.7%
15-hLO inh | -8.5% | -5.3% | -3.4% | 5.3% | 4.6% | -2.0% | -4.1% | -2.9%

The last 4 entries of the part above are carried over, then new ones follow.
5. COc1ncnc2sc3c(c12)CCCC3
6. O=C(Nc1ccccc1)c1ccc(Cc2nc3ccccc3[nH]2)cc1
7. CC(c1ccccc1)C1C(C#N)=C(N)OC2=C1C(=O)CCC2 (configuration not stated)
8. O=C1CC(c2ccccc2)n2nc(N3C(=O)CCC3=O)nc2N1 (configuration not stated)
9. Cc1cc2c(cc1C)NC(CC(=O)NCc1ccccc1)C(=O)N2 (configuration not stated)
10. Cc1nnc(C)n1/N=C/c1cc(Br)ccc1O
11. CC(C)c1nnc(NC(=O)CN2C(=O)c3ccccc3C2=O)s1
12. O=C1CCN(C(=O)c2ccccc2)C2CCCCC12 (configuration not stated)
13. c1ccc(Cn2ncc3ccccc32)cc1
14. COc1ccc(C)cc1NC(=O)CN1CCN(S(=O)(=O)c2ccc(Br)cc2)CC1
15. O=C(Cn1c(NCCO)nc2ccccc21)c1ccccc1
16. CCOC(=O)N1CCC2(CC1)CC(=O)c1cc(O)ccc1O2
entry no. | 5 | 6 | 7 | 8 | 9 | 10 | 11 | 12 | 13 | 14 | 15 | 16
HADH2 inhib | 11.6% | 3.5% | 0.3% | -0.7% | 5.01µM* | -1.5% | -16.6% | -0.6% | -2.3% | 3.5% | -0.5% | -14.0%
15-hLO inh | 4.6% | -2.0% | -4.1% | -2.9% | -16.6% | -0.1% | -12.0% | 6.7% | -1.0% | -9.0% | -0.9% | -4.1%

17. O=C(/C(=N\O)n1cncn1)c1ccc(Br)cc1Br
18. COC(=O)CN(Cc1ccccc1)S(=O)(=O)c1ccc(OC)c(OC)c1
19. COCCCNC(=O)CN(c1ccc(Cl)c(Cl)c1)S(C)(=O)=O
20. FC(F)(F)c1cccc(N2CCN(c3ccc4nnc(-c5ccccc5)n4n3)CC2)c1
21. OCc1cn(-c2ccccc2)nc1-c1cccnc1
22. O=C(CN1CCN(S(=O)(=O)c2ccc(Cl)cc2)CC1)Nc1ccc(F)cc1F
23. OCc1nc2ccccc2n1CCCOc1ccccc1
24. O=c1c2c([nH]c3ccccc13)C(=C1CCCC1)CC2
entry no. | 17 | 18 | 19 | 20 | 21 | 22 | 23 | 24
HADH2 inhib | -6.0% | 12.8% | -1.4% | 9.7% | -7.8% | 5.3% | 2.0% | ?
15-hLO inh | -15.1% | 4.4% | 4.4% | -6.7% | -2.8% | -4.8% | 11.3% | 20µM*

25. Cc1nc(-c2ccc3c(c2)OCO3)cs1
26. CC(=O)c1cccc(NS(=O)(=O)c2cccc(C(=O)O)c2)c1
27. Cc1cc(C)c2nc(Nc3nc(C)cc(=O)[nH]3)nc(C)c2c1
28. O=C(O)c1cc(S(=O)(=O)Nc2ccc(O)cc2)ccc1Cl
29. COc1cccc(NC(=O)CCN2CCN(c3ccccc3F)CC2)c1
30. Cc1cc(C)n(C(=O)CN2C(=O)c3ccccc3C2=O)n1
31. C=C(C)c1cccc(C(C)(C)NC(=O)NCC2COCCO2)c1 (configuration not stated)
32. CN(C)/C=C1/Sc2ccccc2C1=O
entry no. | 25 | 26 | 27 | 28 | 29 | 30 | 31 | 32
HADH2 inhib | ? | -6.0% | -2.8% | -15.7% | -9.2% | -4.0% | 6.2% | ?
15-hLO inh | -17.4% | 5.7% | 11.2% | 1.1% | -14.5% | 0.1% | 7.7% | 2.0%

33. COc1ccc(/C=N/n2cnnc2SCCO)cc1OC
34. COc1ccc(-n2ncc3c(NCc4ccc5c(c4)OCO5)ncnc32)cc1
35. COc1ccc(CCNC(=O)CC(NS(=O)(=O)c2ccc(NC(C)=O)cc2)C(C)C)cc1OC (configuration not stated)
36. CCOc1ccc(C(O)c2nccn2Cc2ccccc2)cc1 (configuration not stated)
37. Nc1c(S(=O)(=O)c2ccccc2)c2nc3ccccc3nc2n1Cc1ccco1
38. CCOC(=O)c1c(NC(=O)CN(CC)CC)sc2c1CCC2
39. OCCn1c(CSc2nc3ccccc3n2CCO)nc2ccccc21
40. COc1cc(OC)cc(C(=O)NCC2CCCO2)c1 (configuration not stated)
entry no. | 33 | 34 | 35 | 36 | 37 | 38 | 39 | 40
HADH2 inhib | -14.2% | 4.8% | -0.1% | 8.6% | 25.1µM* | -1.6% | -18.3% | 0.4%
15-hLO inh | 3.1% | 2.6% | -1.2% | 21.3% | ? | -10.0% | 8.6% | -5.0%

41. CCC(=NC1CC(C)(C)NC(C)(C)C1)C1=C(O)CC(C)(C)CC1=O
42. Cc1onc(-c2ccccc2)c1C(=O)NCCN1CCOCC1
43. O=P(O)(CN1CCCCC1)C1CCCCC1O (configuration not stated)
44. O=C(NCCN1CCOCC1)c1ccc(Cc2nc3ccccc3[nH]2)cc1
45. CC(=O)c1ccc(N2CCN(c3ccc(C(F)(F)F)cn3)CC2)cc1
46. O=C(O)c1ccccc1NS(=O)(=O)c1cccc2ccccc12
47. O=C(O)c1ccc(F)c(S(=O)(=O)Nc2cccc(F)c2)c1
48. C=C(C)C1CCC(C)=C1COC(=O)Nc1ccccc1 (configuration not stated)
entry no. | 41 | 42 | 43 | 44 | 45 | 46 | 47 | 48
HADH2 inhib | 6.2% | -2.7% | 9.2% | 2.5% | -1.9% | -6.0% | -3.2% | -16.3%
15-hLO inh | 4.7% | 0.7% | 8.4% | 1.2% | -1.3% | 1.8% | -7.8% | 6.31µM*

49. COc1ccccc1N1CCN(C(=O)C2CCN(S(=O)(=O)c3ccc(Cl)cc3)CC2)CC1
50. Cc1ccc(C(=O)c2ccc(O)cc2)cc1C
51. COc1ccccc1N1CCN(C(=O)c2c(-c3ccccc3)noc2C)CC1
52. NC(=O)SCC(=O)Nc1ccc(Cl)cc1
53. Clc1ccc2oc(-c3ccccc3)nc2c1
54. O=C(NCCN1CCOCC1)c1cc2sccc2n1Cc1ccc(F)cc1
55. COc1ccc(-c2cc(C(=O)N/N=C/c3ccc(O)cc3)[nH]n2)cc1
56. CCn1ncc(C2=NOC(C(=O)Nc3cccc(C(C)=O)c3)C2)c1C (configuration not stated)
entry no. | 49 | 50 | 51 | 52 | 53 | 54 | 55 | 56
HADH2 inhib | 12.2% | -15.8% | 15.0% | ? | -8.6% | 5.9% | -40.1% | 0.0%
15-hLO inh | -13.3% | -11.8% | -3.1% | 25.1µM* | -14.8% | -8.4% | -10.4% | 9.9%

57. O=c1c(-c2ccccc2)coc2c(CN3CCOCC3)c(O)ccc12
58. Cc1noc(C)c1C(=O)N1CCC(Cc2ccccc2)CC1
59. CC(=O)Nc1ccc(S(=O)(=O)NCCSCc2ccco2)cc1
60. c1cncc(-c2csc(NCc3ccco3)n2)c1
61. Cn1c(=O)c2c(nc(N3CCCCC3)n2C)n(C)c1=O
62. CCOc1ccc(CCNC(=O)CCn2cccc2)cc1OCC
63. CCc1nn(C(C)C(=O)NC(C)CCc2ccco2)c(=O)c2cc3occc3n12 (configuration not stated)
64. COCCNC(=O)c1ccc(-n2c(=O)c(=O)[nH]c3ccccc32)cc1
entry no. | 57 | 58 | 59 | 60 | 61 | 62 | 63 | 64
HADH2 inhib | -0.7% | -11.0% | -15.1% | ? | 8.9% | 2.7% | -8.6% | -7.5%
15-hLO inh | -0.5% | -6.0% | -12.1% | -9.6% | -3.5% | -1.2% | -20.6% | -0.8%

Filtered by structure, the compounds so far with a Cl atom (6)
19. COCCCNC(=O)CN(c1ccc(Cl)c(Cl)c1)S(C)(=O)=O
22. O=C(CN1CCN(S(=O)(=O)c2ccc(Cl)cc2)CC1)Nc1ccc(F)cc1F
28. O=C(O)c1cc(S(=O)(=O)Nc2ccc(O)cc2)ccc1Cl
49. COc1ccccc1N1CCN(C(=O)C2CCN(S(=O)(=O)c3ccc(Cl)cc3)CC2)CC1
52. NC(=O)SCC(=O)Nc1ccc(Cl)cc1
53. Clc1ccc2oc(-c3ccccc3)nc2c1
entry no. | 19 | 22 | 28 | 49 | 52 | 53
HADH2 inhib | -1.4% | 5.3% | -15.7% | 12.2% | ? | -8.6%
15-hLO inh | 4.4% | -4.8% | 1.1% | -13.3% | 25.1µM* | -14.8%

Later entries:
65. Cc1onc(-c2c(F)cccc2Cl)c1C(=O)Nc1c(C)n(C)n(-c2ccccc2)c1=O
66. CC(=O)OC1(C(F)(F)F)Oc2ccccc2NC1=O (configuration not stated)
67. CCOC(=O)C1CCN(C2CC(=O)N(c3cccc(Cl)c3)C2=O)CC1 (configuration not stated)
68. COc1cccc(OC)c1OCCNCCO
69. CCCn1c(NC(=O)c2ccco2)nc2ccccc21
70. CCOC(=O)C(CC)Sc1ncnc2c1nnn2-c1ccc(F)cc1 (configuration not stated)
71. CCOc1ccc(-c2nnc3n2N=C(c2ccc(OC)cc2)CS3)cc1
72. Cn1c(CO)nc2cc(N)ccc21
entry no. | 65 | 66 | 67 | 68 | 69 | 70 | 71 | 72
HADH2 inhib | 7.0% | ? | -17.0% | 6.6% | -4.1% | 5.7% | -5.0% | -29.9%
15-hLO inh | -2.1% | 1.2% | -13.0% | 4.1% | 3.6% | -1.0% | -1.0% | -3.8%

73. CCc1nn(C(C)C(=O)Nc2cccc(C)c2C)c(=O)c2cc3occc3n12 (configuration not stated)
74. O=C1CC(N2CCN(Cc3ccc4c(c3)OCO4)CC2)C(=O)N1Cc1ccc(N2CCCC2=O)cc1 (configuration not stated)
75. N#Cc1c(/N=C/N2CCCC2)oc(-c2ccccc2)c1-c1ccccc1
76. CN(C)CCCCNC(=O)c1ccc(-n2c(=O)c(=O)[nH]c3ccccc32)cc1
77. CC(=O)Nc1ccc(Nc2ncnc3c2cnn3-c2ccccc2)cc1
78. CCOC(=O)C1CCCCN1Cc1ccc(F)c(Br)c1 (configuration not stated)
79. Cc1cc2c(cc(C(=O)NCCCN3CCOCC3)n2Cc2ccc(Cl)cc2)o1
80. O=C(c1ccco1)N1CCN(C(=O)N2CCOCC2)CC1
entry no. | 73 | 74 | 75 | 76 | 77 | 78 | 79 | 80
HADH2 inhib | 0.9% | 2.9% | 6.7% | -1.2% | 49.2%[activator] | 1.9% | 1.9% | -2.6%
15-hLO inh | -8.8% | 1.4% | -17.9% | -3.6% | 2.4% | -2.6% | -11.7% | -1.2%

81. O=C(CN1C(=O)CC(c2ccco2)Sc2ccccc21)NCc1ccc2c(c1)OCO2 (configuration not stated)
82. CCc1c(C)sc(NC(=O)OC)c1C(=O)N1CCOCC1
83. CCCn1c(NCc2ccc3c(c2)OCO3)nc2ccccc21
84. O=C(CN1C(=O)CCSc2ccccc21)Nc1ccc2c(c1)OCCO2
85. Cc1cccc(NS(=O)(=O)c2ccc(Cl)c(C(=O)O)c2)c1
86. COc1ccc(OC)c(C2C(C#N)=C(N)Oc3cc(N)ccc32)c1 (configuration not stated)
87. N#CC(C(=O)Nc1ccccc1)=C1CCCCC1
88. COC(=O)C(C)Sc1ncnc2c1nnn2-c1ccc(F)cc1 (configuration not stated)
entry no. | 81 | 82 | 83 | 84 | 85 | 86 | 87 | 88
HADH2 inhib | -2.2% | ? | 3.3% | 1.3% | -9.1% | -23.2% | -0.1% | 2.0%
15-hLO inh | -16.0% | 0.9% | -6.6% | -0.5% | -4.7% | -15.9% | 4.1% | -4.0%

89. COC(=O)CCC(=O)Nc1ccc(Br)cc1
90. Cc1c(C(=O)Nc2ccccn2)oc2ccccc12
91. O=S(=O)(Cc1ccccc1)Nn1cnnc1
92. CCOC(=O)c1ccc(NC(=O)CCC(=O)OC)cc1
93. CCc1sc(C(=O)NCc2cc(C)n(C)n2)cc1Br
94. CCOc1ccc(-c2nc(C#N)c(NC3CC3)o2)cc1
95. Cc1cc(O)ccc1NC(=O)c1ccccc1
96. CC(=O)Nc1ccc(CN2CCCCCCC2)cc1
entry no. | 89 | 90 | 91 | 92 | 93 | 94 | 95 | 96
HADH2 inhib | -18.0% | -4.5% | -9.6% | 6.3% | 6.5% | 31.6µM* | -3.8% | 4.6%
15-hLO inh | -24.3% | -17.9% | -3.1% | -1.0% | ? | -3.6% | -2.8% | 5.9%

Bioassay records as filed in PubChem BioAssay.
